ABCB6 inh 2 – inhibitors of human ABC transporter ABCB6; K562-ABCB6 porphyrin accumulation, flow cytometry, 1 h; active compounds read low; hit rate 0.19% among 360,000; AID 602162; Q9NP58; fluorescence ratio to DMSO, % at 10 µM;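 active = fluorescence ratio to DMSO below 75%, the collection mean minus 3 SD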;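 note: signal is porphyrin accumulated inside mitochondria; 100% equals median channel fluorescence of DMSO control wells; lower ratio means ABCB6 inhibition with less porphyrin fluorescence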
Target sequence (Q9NP58 whole entry, looked up): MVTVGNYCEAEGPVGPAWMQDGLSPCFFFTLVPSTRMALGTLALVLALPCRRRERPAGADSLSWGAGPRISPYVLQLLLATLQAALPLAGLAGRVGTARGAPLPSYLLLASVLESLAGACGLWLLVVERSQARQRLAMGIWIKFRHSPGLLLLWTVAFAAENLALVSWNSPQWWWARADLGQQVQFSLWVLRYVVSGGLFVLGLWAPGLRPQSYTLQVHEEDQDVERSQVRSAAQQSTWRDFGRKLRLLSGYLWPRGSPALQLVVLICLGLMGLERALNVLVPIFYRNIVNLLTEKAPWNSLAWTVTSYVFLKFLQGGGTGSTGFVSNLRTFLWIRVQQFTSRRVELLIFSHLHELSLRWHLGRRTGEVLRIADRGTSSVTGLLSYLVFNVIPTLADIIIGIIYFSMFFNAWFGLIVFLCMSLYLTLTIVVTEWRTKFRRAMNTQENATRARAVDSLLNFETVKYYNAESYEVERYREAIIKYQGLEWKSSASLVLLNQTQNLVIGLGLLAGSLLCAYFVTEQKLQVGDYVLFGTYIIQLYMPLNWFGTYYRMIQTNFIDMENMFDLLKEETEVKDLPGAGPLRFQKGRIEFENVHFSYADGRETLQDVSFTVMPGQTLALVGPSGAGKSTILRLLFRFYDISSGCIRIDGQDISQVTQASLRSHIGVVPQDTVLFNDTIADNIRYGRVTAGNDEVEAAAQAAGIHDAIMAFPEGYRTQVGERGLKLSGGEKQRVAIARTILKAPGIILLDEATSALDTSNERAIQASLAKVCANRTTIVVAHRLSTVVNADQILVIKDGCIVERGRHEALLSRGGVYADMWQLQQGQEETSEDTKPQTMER
NOD2-RIPK2 inh – inhibitors of human NOD2-RIPK2 interaction. O43353. CHO BLA complementation NOD2-RIPK2, CCF4 ratio. inhibition, % at 4.98 µM. hit rate 0.38% among 360,000; in the data active = inhibition above about 21%;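 note: 0% = vehicle only and 100% = reference blocker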
NCOA2 inhibitor – human SRC2 (NCOA2) inhibition. Q15596. HEK293 GAL4-SRC2 luciferase reporter, luminescence. inhibition, % at 9 µM. hit rate 0.17% among 370,000. AID 651957;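 active = inhibition above the mean inhibition of all tested compounds plus 3 SD, set per campaign, cut at about 52% in these data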;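 note: 0% = DMSO treated cells and 100% = cells given Gossypol at 36 µM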
ABHD5 PLIN5 PPI – inhibitors of human ABHD5-perilipin-5 interaction. Q00G26+Q8WTS1. Split G. princeps luciferase complementation, luminescence, 4 h. inhibition, % at 4 µM. hit rate 0.78% among 360,000. AID 602281;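 active = inhibition above the mean inhibition across every tested compound plus 3 SD, cut at about 22% in these data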;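 note: 0% = DMSO only wells and the 100% control is not disclosed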
TLR9-MyD88 block – inhibitors of human TLR9-MyD88 binding | CHO BLA complementation TLR9-MyD88, CCF4 FRET ratio | AID 504734 | Q9NR96+Q99836 | inhibition, % at 4.98 µM | hit rate 0.21% among 340,000;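 active = inhibition above the mean over all tested compounds plus 3 SD, cut at about 21% in these data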;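 note: 0% = DMSO only wells and 100% = clavulanate BLA inhibitor control wells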
H9c2 protect – modulators protecting cardiomyocytes from myocardial damage; H9c2 cardiomyocytes, H2O2 injury protection, ATPLite, 2 h; protection from H2O2 cell death, % at 20 µM; hit rate 0.63% among 360,000; AID 588492;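 active = compounds giving at least 50% protection of heart cells from peroxide-induced death in the single-dose screen, raw or plate-pattern-corrected value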;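 note: 0% = DMSO wells with peroxide and 100% = DMSO wells without peroxide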
MC4R barr agon – human MC4R agonism via beta-arrestin | activation, % at 8.9 µM | hit rate 0.98% among 360,000 | U2OS MC4R beta-arrestin complementation, luminescence; percent of melanotan II response, DMSO zero;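 active = activation above a per-plate cutoff, the mean activation of sample wells on that plate plus 3 SD, cut at about 8% in these data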
m5-HT2A agonist – mouse HTR2A agonism via beta-arrestin recruitment | CHO-K1 mHTR2A beta-arrestin complementation, luminescence; percent of 30 µM serotonin response | AID 624169 | activation, % at 7.6 µM | P35363 | hit rate 0.66% among 360,000;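 active = activation above a run cutoff, the mean activation of all tested compounds plus 3 SD, cut at about 14% in these data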;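 note: 0% = plate median of compound wells and 100% = 30 µM serotonin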
Glyco luc inh – blocks N-linked glycosylation in D54 reporter cells | hit rate 0.23% among 360,000 | D54 ERlucT glycosylation luciferase reporter, 24 h; percent of 100 nM tunicamycin response | reporter increase, % at 12.5 µM;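 active = mean luciferase reporter signal, scaled so untreated is 0 and the glycosylation-blocking control 100, at or above a set limit in every replicate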;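 note: luciferase carries N-glycosylation sites so blocking glycosylation raises the light; 0% = median of neutral control wells and 100% = median of 100 nM tunicamycin wells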
MC4R antagonist – antagonists of human melanocortin 4 receptor (MC4R); P32245; MC4R-expressing cells, MTII-stimulated cAMP, LANCE TR-FRET; inhibition, % at 6.5 µM; hit rate 0.48% among 360,000; AID 540295;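 active = inhibition above its plate's cutoff, the mean of tested wells on that plate plus 3 SD, cut at about 29% in these data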;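 note: 0% = Melanotan II alone and 100% = Melanotan II plus saturating MCL0020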
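system = U2OS cells with stable human MC4R expression | also added = Melanotan II challenge after compound preincubation | dosing = one concentration, 6.5 µM nominal | incubation = compound 30 min, challenge 1 h, detection 1 h | measured by = TR-FRET with Eu-cAMP and labeled anti-cAMP, 671 nm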
The depositor's hits bear a star. These rows are one share of the data; rates above refer to the full screens.

SMILES	ABCB6 inh 2	NOD2-RIPK2 inh	NCOA2 inhibitor	ABHD5 PLIN5 PPI	TLR9-MyD88 block	H9c2 protect	MC4R barr agon	m5-HT2A agonist	Glyco luc inh	MC4R antagonist
Cc1cccc(-c2cc3c(nn2)-c2ccccc2C3=O)c1	101	1	-72	-3	-12	-26	0.5	2	4	-11
Cc1nc2ncnn2c(C)c1CCC(=O)O	88	-5	3	6	6	3	-1.5	2	3	5
CCOc1cc(C2C3=C(CC(C)(C)CC3=O)N(CCOC)C3=C2C(=O)CC(C)(C)C3)ccc1O	84	-14	5	7	-1	0	-2.3	1	-3	-12
Cc1nc2scc(C)n2c(=O)c1S(=O)(=O)Nc1ccc(N2CCN(C(=O)C(C)C)CC2)cc1	108	0	10	-2	3	-2	-1.5	5	-3	4
CC(CC(=O)N1CCN(S(=O)(=O)c2ccc([N+](=O)[O-])cc2)CC1)c1ccccc1 (centres undefined)	90	-5	10	11	7	-1	1.2	0	-1	3
COc1ccc(Cl)cc1C(=O)Nc1ccc2nc3n(c(=O)c2c1)CCCC3	101	-4	2	12	-16	20	0.3	-5	5	25
COc1ccccc1/C=C1\SC(=S)N(CCC(=O)NC2=NCCS2)C1=O	104	-5	0	-4	4	6	-1.6	-1	0	18
C=CCN(Cc1nc(-c2cc(OC)ccc2OC)oc1C)C1CCS(=O)(=O)C1 (centres undefined)	95	-9	-7	-1	-2	5	2.0	7	0	12
O=C(CSc1cccc2cccnc12)Nc1ccccc1F	94	1	-60	-1	-19	-6	0.2	2	-3	-2
Cc1ccc(N(C)S(=O)(=O)c2nnc(NC(=O)c3ccco3)s2)cc1	103	-13	-17	-1	-11	-2	-0.7	-4	0	0
CC12CCC(CC1=O)C2(C)C (centres undefined)	100	3	-3	-9	3	4	-2.1	-5	0	15
O=C(NC1CCCCCCC1)C1c2ccccc2C(=O)N1Cc1ccco1 (centres undefined)	100	11	5	-3	-1	10	-1.6	-7	2	18
NCCc1nnc(SCc2ccccc2)o1	99	3	-16	3	13	0	-1.8	9	2	5
CN(CC(=O)NNC(=O)c1cccnc1)S(=O)(=O)c1cc(Cl)ccc1Cl	75	-2	-3	3	-2	-4	-2.9	3	-1	-16
Cc1cc(S(=O)(=O)Nc2ccc3cn[nH]c3c2)c(C)cc1Cl	95	-1	-14	-3	5	-13	1.0	4	-1	4

Part of the list above in order of SMILES length, smallest number first:
SMILES	ABCB6 inh 2	NOD2-RIPK2 inh	NCOA2 inhibitor	ABHD5 PLIN5 PPI	TLR9-MyD88 block	H9c2 protect	MC4R barr agon	m5-HT2A agonist	Glyco luc inh	MC4R antagonist
CC12CCC(CC1=O)C2(C)C (centres undefined)	100	3	-3	-9	3	4	-2.1	-5	0	15
NCCc1nnc(SCc2ccccc2)o1	99	3	-16	3	13	0	-1.8	9	2	5
Cc1nc2ncnn2c(C)c1CCC(=O)O	88	-5	3	6	6	3	-1.5	2	3	5
Cc1cccc(-c2cc3c(nn2)-c2ccccc2C3=O)c1	101	1	-72	-3	-12	-26	0.5	2	4	-11
COc1ccccc1/C=C1\SC(=S)N(CCC(=O)NC2=NCCS2)C1=O	104	-5	0	-4	4	6	-1.6	-1	0	18
COc1ccc(Cl)cc1C(=O)Nc1ccc2nc3n(c(=O)c2c1)CCCC3	101	-4	2	12	-16	20	0.3	-5	5	25
CC(CC(=O)N1CCN(S(=O)(=O)c2ccc([N+](=O)[O-])cc2)CC1)c1ccccc1 (centres undefined)	90	-5	10	11	7	-1	1.2	0	-1	3
Cc1nc2scc(C)n2c(=O)c1S(=O)(=O)Nc1ccc(N2CCN(C(=O)C(C)C)CC2)cc1	108	0	10	-2	3	-2	-1.5	5	-3	4
CCOc1cc(C2C3=C(CC(C)(C)CC3=O)N(CCOC)C3=C2C(=O)CC(C)(C)C3)ccc1O	84	-14	5	7	-1	0	-2.3	1	-3	-12

Additional records
SMILES	ABCB6 inh 2	NOD2-RIPK2 inh	NCOA2 inhibitor	ABHD5 PLIN5 PPI	TLR9-MyD88 block	H9c2 protect	MC4R barr agon	m5-HT2A agonist	Glyco luc inh	MC4R antagonist
C=CCOc1c(Br)cc(/C=N/NC(=O)Cc2ccc(C(F)(F)F)cc2[N+](=O)[O-])cc1OC	94	1	-17	-4	2	-4	7.4	8	7	0
COC(=O)c1ccc(Oc2c(Cl)cccc2[N+](=O)[O-])cc1	95	9	10	-1	-8	-1	-0.8	-2	0	14
Cc1ccc(OCCn2c(CCCO)nc3ccccc32)cc1	94	-6	9	-1	4	-7	-1.4	-9	0	-2
Cc1ccc(NC(=O)Cn2c(=O)c(C)nc3ccccc32)cc1	105	-6	7	3	7	10	-1.5	-2	0	9
CC(=O)N1CCc2cc(S(=O)(=O)NC(CC(C)C)C(=O)Nc3ccc4c(c3)OCCO4)ccc21 (centres undefined)	93	-5	-8	-2	-3	-1	-2.1	-1	-2	12
CCC(C)CNC(=O)c1cccc(OC2CCN(CC(C)(C)C)CC2)c1 (centres undefined)	96	6	-58	4	-4	-2	-0.7	-1	-3	6
O=c1cc(CN2CCN(S(=O)(=O)c3ccccc3)CC2)nc2ccc(Cl)cn12	95	1	7	-5	-2	3	0.1	-1	-2	0
O=c1c2oc3ccccc3c2ncn1Cc1cccc(Cl)c1	90	1	-16	3	-1	0	-0.2	9	-1	-6
COc1ccc(OC)c(NC(=O)COC(=O)c2ccc(-n3cnnn3)cc2)c1	102	-12	0	-1	-5	4	0.9	2	1	10
CCCCn1c(N)c(N(CCC(C)C)C(=O)C2CC(=O)N(c3ccccc3OCC)C2)c(=O)[nH]c1=O (centres undefined)	92	1	19	-2	2	0	-1.6	1	0	15
CCN(CC)S(=O)(=O)N1CCC(C(=O)NC(C)CCc2ccccc2)CC1 (centres undefined)	98	-5	-13	4	-7	-6	-0.8	4	1	8
Cc1ccc(S(=O)(=O)NCC(=O)N2CCC(C)CC2)cc1	99	-6	-29	-9	-13	-2	-1.1	1	0	0
COCCCNC(=O)CCn1c(=O)c2ccccc2n(CC(=O)NCCc2ccc(OC)c(OC)c2)c1=O	99	-14	13	5	1	8	4.0	1	0	3
CCC(C)(C)NC(=O)CN(C(=O)c1ccc(N2CCCC2)nc1)c1ccc(F)cc1	94	-11	-11	-3	5	-3	-0.9	7	0	6
COc1ccc([C@H]2CC(=O)C=C(c3ccc(NC(C)=O)cc3)C2)cc1OC	107	-11	-32	12	-8	2	-1.4	-3	6	5
Cc1nnc(N/N=C/c2cccc(OCc3ccc(Cl)c(Cl)c3)c2)n1N	96	-1	-63	-23	-7	-3	1.6	-4	6	-3
Cc1cc(C(=O)OCC(=O)Nc2ccc(F)c(F)c2F)c(C)o1	94	-3	19	1	-3	3	-2.3	0	-2	-1
CC1=NN(C(=O)c2ccc(Cn3nc(C)c([N+](=O)[O-])c3C)cc2)C(O)(C(F)(F)F)C1 (centres undefined)	98	-7	1	0	7	19	0.1	1	-1	6
O=C(O)COn1c(-c2ccccc2)nc2ccc(Cl)cc21	98	-7	-5	0	11	-22	1.9	0	0	2
CCN(CC)CCN(C(=O)c1ccc(S(=O)(=O)N2CCCC2)cc1)c1nc2cc(C)cc(C)c2s1	100	-2	-9	-8	-3	-3	-2.7	-20	5	11
CCOc1nc(Nc2ccccc2F)nc(OCC)n1	103	3	-3	-4	1	-5	-1.5	-3	-1	0
CC1CCN(c2nc3ccccn3c(=O)c2C=O)CC1	100	3	-22	-1	-9	0	3.0	-2	0	-8
CC(C)OCCCNC(=O)CN1C(=O)CC(C)(C)S(=O)(=O)c2ccccc21	93	-8	-7	-1	-12	6	-1.2	3	1	21
CCC(=O)N1CCc2cc(S(=O)(=O)CCC(=O)Nc3cccc(F)c3)ccc21	88	-6	22	-5	-5	-4	-2.1	0	-3	12
CCN(C[C@H]1N[C@@](C)(C(=O)OC)[C@H]2C(=O)N(Cc3ccccc3)C(=O)[C@@H]12)S(=O)(=O)c1ccccc1	96	6	19	-2	-4	21	1.0	2	-1	-1
CC(C)CNC(=O)c1cccc(NC(=O)Cc2ccc(Br)cc2)c1	98	-3	-13	-4	2	-10	2.5	-2	-2	5
Cc1ccc(OCCNC(=O)Cn2cnc3c(=O)n(C)c(=O)n(C)c32)cc1C	103	-5	7	5	-6	7	-0.6	4	1	8
CS(=O)(=O)N(CC(=O)N1CCC(C(N)=O)CC1)Cc1ccc(Cl)c(Cl)c1	98	-8	19	-2	4	4	-2.2	-2	-1	13
COc1cc2c(C#Cc3cccnc3)c(-c3ccsc3)oc(=O)c2cc1OC	89	12	-14	1	3	49	1.2	0	1	3
CCOc1ccccc1OCc1nn2c(COc3ccccc3)nnc2s1	88	0	-5	-5	-1	0	2.6	2	1	-3
C/C=C/c1ccc(O)c(OC)c1	108	-9	-17	-4	-14	-4	-1.9	-1	2	4
O=C(c1ccccc1)N1CCCC(C(=O)N2CCCCC2)C1 (centres undefined)	102	6	-16	-5	0	8	-2.5	5	2	9
CCN1CCN(C(=S)NC(=O)c2cc(OC)c(OC)c(OC)c2)CC1	96	3	-4	0	12	-3	-1.4	3	-4	2
O=C(c1ccc(CS(=O)(=O)Cc2ccc(Cl)cc2)o1)N1CCCC1	98	-1	6	4	-13	-5	-1.8	2	0	4
COC(=O)COc1ccc(-c2nn(C)c(=O)c3ccccc23)cc1	93	-7	3	3	2	-10	0.1	7	3	8
COCCOC(=O)/C(=C\c1cc(C(C)(C)C)c(O)c(C(C)(C)C)c1)C(C)=O	97	8	31	44*	3	-14	-1.0	-3	3	12
CC(C)CC1C(=O)N(Cc2cn(CCC3OCCO3)nn2)CCS(=O)(=O)N1Cc1ccc(-c2ccc(Cl)c(Cl)c2)cc1 (centres undefined)	108	2	-12	2	-3	-16	-0.8	-3	-3	2
Cc1ccc([N+](=O)[O-])cc1N/C=C1\CCCCC1=O	86	-10	-13	-5	-3	-17	0.4	2	0	13
Cc1ccnc(NCc2cc(C)ccc2O)c1	97	-2	-20	2	2	5	-1.7	-6	1	-1
Cc1cccc(NC(=O)NNC(=O)CCc2ccccc2)c1	99	-12	-31	8	2	2	-1.3	10	-1	-4
O=C(C[n+]1cccc2ccccc21)c1ccccc1	408	-5	-14	-1	-10	5	-0.7	-3	2	8

Assay outcomes from PubChem BioAssay.
